All columns: NCI-60 one-dose screen, growth in % after 48 h at 10 µM unless noted; 100 = growth as untreated, 0 = no growth, -100 = all killed.
NCI-H522 = NCI-H522 lung cancer; hit rate 8% among 78,000
NCI-H322M = NCI-H322M lung cancer | AID 1794733 | hit rate 2.7% among 80,000
HCT-116 = HCT-116 colon cancer; hit rate 7.3% among 82,000; AID 1794798
NCI-H23 = NCI-H23 lung cancer; hit rate 4% among 80,000
HCT-15 = HCT-15 colon cancer. hit rate 5.2% among 82,000
COLO 205 = COLO 205 colon cancer. hit rate 7.3% among 79,000. AID 1794742
NCI/ADR-RES = NCI/ADR-RES ovarian cells; hit rate 4.4% among 81,000
NCI-H226 = NCI-H226 lung cancer; hit rate 3.5% among 79,000
NCI-H460 = NCI-H460 lung cancer; hit rate 6.8% among 82,000
Numbers without * were called inactive; x = not tested or not shown; [ ] = remark or other dose. How the source made its calls: active means growth percent below 10; inactive means the rest. This is a random part of the collection (roughly 13% active in at least one column).

SMILES	NCI-H522	NCI-H322M	HCT-116	NCI-H23	HCT-15	COLO 205	NCI/ADR-RES	NCI-H226	NCI-H460
Clc1ccc(/C=C/c2cc(/C=C/c3ccccc3)c3ccccc3n2)c(Cl)c1	97	116	95	100	98	116	98	106	103
O=C(c1ccc(Cl)cc1)C1C(c2ccccc2)C1[N+](=O)[O-] (stereo not given)	101	90	106	85	102	111	100	97	104
CCN1CCN(c2ccc3c4c(cccc24)C(=O)N(N2C(=O)c4cccc5cccc(c45)C2=O)C3=O)CC1	100	96	105	98	97	101	99	105	100
COc1cc(-c2cc(/C=C3\CCCCC3=O)[nH]n2)cc(OC)c1OC	77	95	89	95	94	108	103	95	104
Cc1ccc(-c2nc(SCc3nc4ccc(C(=O)O)cc4[nH]3)[nH]c(=O)c2C#N)cc1	83	101	95	96	92	96	91	80	93
COc1ccc(C(=O)N2c3ccccc3Sc3ccccc32)c(F)c1	0.5*	44	20	32	27	8.3*	1.7*	46	12
CCCCN(CCCC)C(=N)/C=C/c1ccccc1	51	79	52	76	69	58	102	68	86
COc1cc(OC)c(C(=O)C(CN(C)C)CN(C)C)cc1OC	-74*	108	-66*	97	-52*	-85*	94	108	109
Nc1cccc(Nc2cc(S(=O)(=O)O)c(N)c3c2C(=O)c2ccccc2C3=O)c1	83	124	108	109	97	110	106	x	108
Clc1ccc(/C=C/c2cc(/C=C/c3c(Cl)cccc3Cl)nc3ccccc23)cc1	97	90	106	92	99	113	102	95	99
CC[C@H](CC[C@@H](C)[C@H]1CC[C@H]2[C@@H]3CC(=O)C4=CC(=O)/C(=C/c5ccco5)C[C@]4(C)[C@H]3CC[C@]12C)C(C)C	99	94	92	103	101	112	103	103	111
O=C(O)c1cn(C2CC2)c2cc(N3CCN(CN4C(=O)c5ccccc5C4=O)CC3)c(F)cc2c1=O	107	111	98	102	95	x	106	x	104
NS(=O)(=O)Oc1ccc(NC(=O)c2ccncc2)cc1	100	x	101	100	110	116	101	96	105
Cc1[nH]c2ncnc(Nc3ccc(NC(=O)Nc4cccc(C(F)(F)F)c4)c(F)c3)c2c1C	100	109	105	106	108	117	104	101	104
O=[N+]([O-])c1ccc(C(n2nnc3ccccc32)n2nnc3ccccc32)c2cccnc12	76	96	83	92	97	114	100	83	107
CC(=O)c1ccc(Cc2ccc(C(C)=O)cc2)cc1	95	117	92	92	97	99	97	91	90
c1cc2c3c(cccc3c1)NN=N2	93	91	119	98	107	103	109	83	102
Cc1c(Cc2ccccc2)c(=O)oc2c(C)c(OCc3nnc(SC/C=C/c4ccccc4)o3)ccc12	79	92	92	89	110	x	101	91	106
C=C(C)[C@@H]1CC[C@]2(CN)CC[C@]3(C)[C@H](CC[C@@H]4[C@@]5(C)CCC(N)[C@@](C)(CO)[C@@H]5CC[C@]43C)[C@@H]12 (stereo not given in full)	-77*	34	-86*	53	-48*	x	76	90	-76*
NNC(=O)c1cc(-c2ccc(Cl)cc2)n(-c2ccc(S(N)(=O)=O)cc2)n1	92	95	94	91	103	97	100	92	99
C=CCN(CC=C)C(=O)[C@H](CC)[C@@H]1CC[C@@H](C)[C@@H]([C@H](C)[C@@H](O)[C@@H](C)C(=O)[C@H](CC)C2O[C@]3(C=C[C@@H](O)[C@]4(CC[C@@](C)([C@H]5CC[C@](O)(CC)[C@H](C)O5)O4)O3)[C@H](C)C[C@@H]2C)O1 (stereo not given in full)	-2.7*	x	9.6*	6.2*	4.6*	-62*	1.0*	-0.7*	3.2*
COP(=O)(OC)c1nnn(-c2ccc([N+](=O)[O-])cc2)c1C	91	113	106	101	102	110	106	100	103
NC(=Nc1ccccc1)SCCS(=O)(=O)O	101	107	111	103	100	117	102	103	117
CCCCC1(CC)COC(c2ccc(Cl)cc2)OC1 (stereo not given)	94	91	110	97	97	101	101	91	106
O=c1oc2ccc(Cl)cc2c(=O)n1-c1cc(C(F)(F)F)cc(C(F)(F)F)c1	-14*	3.4*	-13*	-5.4*	-5.0*	-75*	5.4*	x	1.5*

Next part:
SMILES	NCI-H522	NCI-H322M	HCT-116	NCI-H23	HCT-15	COLO 205	NCI/ADR-RES	NCI-H226	NCI-H460
CC(=O)Nc1ccc(S(=O)(=O)N=C(N)N)cc1	99	103	110	100	104	120	108	99	104
O=C(O)c1cc(O)c(O)c(Cl)c1	92	102	99	105	93	114	108	96	114
Nc1nnc2cc(Cl)ccc2n1	95	95	101	110	94	103	96	92	115
COc1cccc2cc(-c3cc4ccccc4[nH]3)/c(=N\NC(=O)c3ccc(Cl)cc3)oc12	19	41	22	45	20	62	13	44	18
COc1ccccc1CNCCCN1C(=O)c2ccc3c4c(ccc(c24)C1=O)C(=O)N(CCCN)C3=O	-79*	-31*	-4.2*	-35*	-31*	-88*	59	47	-51*
COc1cc(-n2cc(C#N)c(N)c2C(=O)c2ccc(Cl)cc2)cc(OC)c1OC	98	103	92	93	101	116	93	98	114
CCOC(=O)CSc1nnc(-c2cc3c([nH]c4ccccc43)c(-c3cccc(O)c3)n2)n1-c1ccc(C)cc1	47	95	50	97	43	95	90	100	103
NS(=O)(=O)c1ccc(NC(=O)CSc2ccc(-c3ccc(Cl)cc3)nn2)c(Br)c1	64	48	27	61	54	69	70	-5.3*	23
COc1cc2c(cc1OC)C(c1ccc(N=Cc3ccc(N(C)C)cc3)cc1)N(C(=S)Nc1cc(Cl)ccc1Cl)CC2 (stereo not given)	75	89	90	91	85	99	89	82	99
CCCCCCCCCCCCSC(SCCCCCCCCCCCC)SCCCCCCCCCCCC	93	90	98	98	104	89	107	91	102
CCOP(=O)(OCC)/C(C#N)=C/c1cccc([N+](=O)[O-])c1	85	106	110	101	104	109	102	105	106
COc1ccc2c(c1OC)C(=O)O[C@@H]2[C@H]1c2c(c(C#CC#Cc3ccc(F)c(F)c3)c3c(c2OC)OCO3)CCN1C	87	89	60	90	57	85	89	95	103
O=C1CN2CCC1C/C2=C\c1ccnc2c(Cl)cccc12 (stereo not given)	89	102	98	92	83	98	101	x	116
CCCCCCn1cnc2c(=S)nc[nH]c21	97	99	110	104	109	117	106	102	109
COC(=O)[C@H]1CCCN1C(=O)[C@@H]1CCCN1C(=O)CNC(=S)Nc1cc(C(F)(F)F)cc(C(F)(F)F)c1	81	x	101	96	106	x	92	95	107
COc1ccccc1/C=N/Nc1nc(C)cc(=O)[nH]1	92	91	110	101	105	121	111	105	119
OC(CN1CCCC2CCCCC21)c1cc2ccccc2c2ccccc12 (stereo not given)	80	49	2.0*	13	23	-73*	17	39	7.1*
COc1ccc(C2OCC(C)(C)C(C(C)C)O2)cc1 (stereo not given)	89	102	105	98	98	111	100	103	112
CC(C)(C)CC(C)(C)Cc1ccc(OCCOCC[N+](C)(C)Cc2ccccc2)cc1	9.3*	71	21	21	97	-72*	100	38	14
Cc1ccccc1Cc1ccccc1	94	105	104	108	111	111	108	97	83
O=C(CN1C(=O)c2ccccc2C1=O)NC(Cc1ccccc1)C(=O)O (stereo not given)	96	98	110	102	107	111	103	107	117
N#Cc1c(-c2ccc(Cl)cc2)cc(-c2cc(O)ccc2O)nc1N	-8.5*	x	20	11	44	98	65	95	5.5*
Cc1ccc(-c2c3c(nc4c2c(C)nn4-c2ccccc2)NC2(CCSCC2)NC3)cc1	96	97	94	100	108	104	98	87	103
Cc1ccc(C2=Nc3c(N)ncnc3NC(c3cccc(Nc4ccnc5cc(C(F)(F)F)ccc45)c3)C2)cc1 (stereo not given)	31	67	13	44	6.1*	9.9*	17	60	21
N#C/C(=C\c1ccc(O)cc1)n1nnc2ccccc21	80	76	87	91	81	101	93	107	94

Individual results from above.
NCI-H460 with COc1ccc(C2OCC(C)(C)C(C(C)C)O2)cc1 (stereo not given) stands at 112
HCT-15 with CCCCCCCCCCCCSC(SCCCCCCCCCCCC)SCCCCCCCCCCCC stands at 104
NCI-H226 with N#C/C(=C\c1ccc(O)cc1)n1nnc2ccccc21 stands at 107
HCT-15 with COc1ccc2c(c1OC)C(=O)O[C@@H]2[C@H]1c2c(c(C#CC#Cc3ccc(F)c(F)c3)c3c(c2OC)OCO3)CCN1C stands at 57

Part of the list above in a different format:
molecule | NCI-H522 | NCI-H322M | HCT-116 | NCI-H23 | HCT-15 | COLO 205 | NCI/ADR-RES | NCI-H226 | NCI-H460
OC(CN1CCCC2CCCCC21)c1cc2ccccc2c2ccccc12 (stereo not given) | 80 | 49 | 2.0* | 13 | 23 | -73* | 17 | 39 | 7.1*
Cc1ccccc1Cc1ccccc1 | 94 | 105 | 104 | 108 | 111 | 111 | 108 | 97 | 83
COc1ccccc1/C=N/Nc1nc(C)cc(=O)[nH]1 | 92 | 91 | 110 | 101 | 105 | 121 | 111 | 105 | 119
CCOC(=O)CSc1nnc(-c2cc3c([nH]c4ccccc43)c(-c3cccc(O)c3)n2)n1-c1ccc(C)cc1 | 47 | 95 | 50 | 97 | 43 | 95 | 90 | 100 | 103
CCCCCCn1cnc2c(=S)nc[nH]c21 | 97 | 99 | 110 | 104 | 109 | 117 | 106 | 102 | 109
COc1ccc(C2OCC(C)(C)C(C(C)C)O2)cc1 (stereo not given) | 89 | 102 | 105 | 98 | 98 | 111 | 100 | 103 | 112

Continued.
SMILES	NCI-H522	NCI-H322M	HCT-116	NCI-H23	HCT-15	COLO 205	NCI/ADR-RES	NCI-H226	NCI-H460
COc1ccc(-c2cc(-c3cc(OC)c(OC)c(OC)c3)nc(N3CCOCC3)c2C#N)cc1	60	94	72	23	67	58	30	84	74
COc1cc(C2CC(c3ccc(Oc4ccc(Br)cc4)cc3)=NN2c2nc(-c3ccc(F)cc3)c(C#N)c(N3CCOCC3)n2)cc(OC)c1OC (stereo not given)	90	100	107	x	93	103	106	90	102
CCn1c(O)c(N=Nc2ccc(S(N)(=O)=O)cc2)c2ccccc21	88	99	101	96	94	113	95	92	101
COc1ccc(C2NC(=O)C(C#N)c3c2sc2c(F)cccc32)c(OC)c1 (stereo not given)	8.0*	90	24	65	36	88	17	62	32
COc1cc2cc(/C=C/C(=O)c3ccc(Nc4nccc(-c5ccc(Cl)cc5)n4)cc3)c(=O)[nH]c2cc1OC	93	93	80	100	88	101	100	96	103
Nc1ccc(S(=O)O)cc1	106	109	98	106	104	101	103	98	96
COc1cc2nc(SCc3cc(OC)c(OC)c(OC)c3)n(-c3ccccc3)c(=O)c2cc1OC	73	90	87	95	85	121	99	88	105
BrCCCCc1ccccc1	98	106	110	107	96	113	117	113	103
CC(=O)OC(C)c1ccccc1 (stereo not given)	109	104	108	111	108	110	110	99	109
COc1cc2c(cc1OC)N(CCO)C1=C(C(=O)OC1)C2c1ccc(Cl)c(Cl)c1 (stereo not given)	77	95	98	104	98	116	104	103	104
CS(=O)(=O)Nc1cc(-c2ccc3ncc(C#N)c(NCc4ccccc4O)c3c2)cnc1Cl	13	16	2.6*	-7.8*	8.7*	8.9*	42	17	7.9*
N#Cc1c(N2CCCCC2)nc(=S)[nH]c1-c1ccccc1	73	94	86	19	89	90	24	98	96
O=C1N(Cc2ccc3ccccc3c2)c2ccc(Cl)cc2C12NCCc1cc(O)ccc12 (stereo not given)	86	96	94	100	99	107	100	96	105
N#Cc1c(-c2ccccc2)cc(-c2ccccc2)n(CCCCC(=O)NO)c1=O	19	92	5.1*	26	14	43	-16*	10.0*	73
O=C(C[n+]1ccc(-c2ccncc2)cc1)c1ccc(O)c(O)c1	95	96	105	102	103	121	106	108	105
CC(=O)Nc1nonc1-c1nc2ccccc2n1Cc1ccccn1	112	110	112	109	95	116	108	96	101
O=c1c2sc3ncc(Cl)cc3c2ncn1-c1ccccc1	93	98	98	105	102	111	x	109	105
COc1ccc(-n2c(=S)sc3c(Cl)nc(C)nc32)c(OC)c1	21	62	0.7*	32	21	61	79	100	3.2*
Cc1c(-c2nnc(SCc3ccccc3)o2)sc2nc3ccccc3n12	98	101	107	111	101	134	96	99	104
CCOC(=O)c1ccc(N=CNc2ccc(C(=O)OCC)cc2)cc1	92	95	100	101	98	106	109	104	116
C=C(CN=[N+]=[N-])[C@@H]1CC[C@]2(C)[C@H](CC[C@@H]3[C@H]4[C@H]5OC(=O)[C@@]4(CCC5(C)C)CC[C@]32C)[C@@]1(C)CCC#N	70[100 µM]	97[100 µM]	47[100 µM]	82[100 µM]	88[100 µM]	100[100 µM]	91[100 µM]	83[100 µM]	73[100 µM]
COc1ccc(/C=C/C(=O)c2ccc(NC(=O)CN3C(=O)NC(C)(c4ccccc4)C3=O)cc2)cc1 (stereo not given)	87	105	13	84	76	106	102	80	102
CCOC(=O)c1cccc([N+](=O)[O-])c1	96	92	95	101	100	109	103	88	109
COc1ccc(C2CC(=O)N(c3ccc(F)cc3)C3=C2C(=O)OC3)cc1 (stereo not given)	90	105	118	98	103	100	99	x	110
CC(=O)NC(C)c1c(OC(C)=O)ccc2ccccc12 (stereo not given)	71	95	92	101	103	116	108	102	111
CCC(C)C1NC(=O)C(CC(C)C)NC(=O)C(C)NC(=O)C(C(C)C)NC(=O)C(CCCCN)NC(=O)C(CC(C)C)NC(=O)C(C(C)C)NC(=O)[C@H](C)NC(=O)C(C(C)CC)NC(=O)C(CCCN=C(N)N)NC(=O)C(CCCCN)NC(=O)C(CCCN=C(N)N)NC(=O)C(CCCCN)NC(=O)C([C@H](C)CC)NC(=O)C(CCCCN)NC1=O (stereo not given in full)	-5.5*	65	3.7*	8.2*	27	-73*	29	45	4.9*
Cc1ccccc1C(C)(O)c1cnc(C)n1Cc1ccccc1 (stereo not given)	91	111	108	94	106	113	95	110	102
CCOC(=O)c1cn(CCN(C(C)C)C(C)C)c2nc(NCc3ccc(OC)c(OC)c3)nn2c1=O	90	x	83	92	95	103	95	84	106
Cc1cc(NCCN(C(C)C)C(C)C)nc(/N=C(\N)Nc2ccc(Cl)c(C(F)(F)F)c2)n1	-81*	-52*	-100*	-67*	-56*	-71*	-41*	-32*	-85*
Clc1ccc(C2=Nn3c(Cc4ccccc4)nnc3SC2)cc1	95	98	100	102	84	109	89	99	106
